TDP1 inh: qHTS Assay for Inhibitors of Tyrosyl-DNA Phosphodiesterase (TDP1); recombinant TDP1, AlphaScreen DNA substrate cleavage; Potency, µM (series often up to 130 µM), for the others: at the highest dose activity change, negative = inhibition, actives largely listed as inhibitors; 350,000 compounds, 0.28% hits; Tyrosyl-DNA phosphodiesterase 1 (Homo sapiens), Q9NUW8; note: nearly all actives have a fitted effect of over 40% in size
Target sequence (Q9NUW8 whole entry, looked up): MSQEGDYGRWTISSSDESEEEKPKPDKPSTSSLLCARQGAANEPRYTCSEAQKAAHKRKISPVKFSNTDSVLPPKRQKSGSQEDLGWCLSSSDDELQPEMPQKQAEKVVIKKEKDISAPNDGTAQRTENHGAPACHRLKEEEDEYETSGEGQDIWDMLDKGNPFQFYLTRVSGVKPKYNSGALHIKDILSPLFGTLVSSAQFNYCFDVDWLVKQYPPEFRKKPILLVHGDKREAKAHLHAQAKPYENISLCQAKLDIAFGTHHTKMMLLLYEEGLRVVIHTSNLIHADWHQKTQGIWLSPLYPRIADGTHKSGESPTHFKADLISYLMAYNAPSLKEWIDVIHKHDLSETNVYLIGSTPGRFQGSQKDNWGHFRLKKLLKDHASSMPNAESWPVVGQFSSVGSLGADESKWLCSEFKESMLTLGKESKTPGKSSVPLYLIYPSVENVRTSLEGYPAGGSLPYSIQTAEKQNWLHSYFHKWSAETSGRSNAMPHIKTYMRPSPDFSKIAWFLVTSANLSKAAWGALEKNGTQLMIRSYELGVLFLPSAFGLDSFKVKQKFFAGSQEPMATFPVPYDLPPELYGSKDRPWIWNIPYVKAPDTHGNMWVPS
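Recombinant E. coli-expressed Tdp1 (1 nM) preincubated with compound 15 min at RT, then 5'-biotin/3'-phosphotyrosine-FITC DNA substrate (15 nM) added for 5 min. AlphaScreen beads (10 ug/ml) added, 10 min RT; tyrosine-FITC cleavage read as signal loss.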
N370S GC: qHTS Assay for Inhibitors and Activators of N370S glucocerebrosidase as a Potential Chaperone Treatment of Gaucher Disease. Lysosomal acid glucosylceramidase (Homo sapiens), P04062. N370S GC spleen homogenate, 4MU-glucoside fluorescence. Potency, µM (series often up to 59.4 µM), for inactives: at the highest dose activity change, negative = inhibition, actives largely listed as inhibitors. 330,000 compounds, 0.092% hits. AID 2101, 2009;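 note: 0% = full enzyme activity and -100% = no enzyme basal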
FEN1 inh: qHTS Assay for the Inhibitors of Human Flap endonuclease 1 (FEN1) | Potency, µM (top dose mostly 114 µM), for the others: at the top dose activity change, negative = inhibition, actives largely listed as inhibitors | Recombinant FEN1 flap cleavage, fluorescence, 15 min | P39748 | AID 588795, 2011 | 390,000 compounds, 0.35% hits; note: nearly all actives have a fitted effect of over 65% in size
Target sequence (P39748 whole entry, looked up): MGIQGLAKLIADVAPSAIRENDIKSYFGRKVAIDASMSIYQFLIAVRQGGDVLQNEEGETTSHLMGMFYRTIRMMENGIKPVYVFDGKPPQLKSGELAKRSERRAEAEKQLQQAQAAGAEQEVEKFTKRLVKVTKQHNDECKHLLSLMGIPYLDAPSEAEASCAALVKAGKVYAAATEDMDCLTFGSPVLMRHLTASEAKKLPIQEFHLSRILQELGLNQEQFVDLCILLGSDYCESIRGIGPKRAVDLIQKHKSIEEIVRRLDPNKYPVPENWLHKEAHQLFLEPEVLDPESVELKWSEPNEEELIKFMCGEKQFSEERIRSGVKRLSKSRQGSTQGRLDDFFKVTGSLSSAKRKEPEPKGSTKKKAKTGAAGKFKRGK
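Read-out was taken twice, immediately and after 15 min, following addition of 50 nM substrate to 10 nM FEN1 that had sat with test compound for 15 min at room temperature. Curves came from a four-parameter Hill model.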
Active calls of the source: *; ? = inconclusive; / = not tested or not shown; & = joins results of further samples; [ ] = remark or other dose. Calls come from the whole dose curve; as a rule, active = well fitted curve in the direction sought with a large enough effect; inconclusive = small, poorly fitted or top-dose-only effect, or another doubt; inactive = no such curve, though single readings can be large; an effect the other way counts as inactive or inconclusive. Unless noted, % is set by controls: 0 for no effect and ±100 for the full control effect; potency is the fitted concentration of half-maximal effect.

SMILES	TDP1 inh	N370S GC	FEN1 inh
COc1ccc(CNCc2ccc(C(=O)O)s2)cc1	5%	/	5%
CNC(=O)CN(Cc1ccccc1)S(=O)(=O)c1ccc(Cl)cc1	0%	-2%	-3%
COc1ccc(-n2nc(C(=O)NCC(=O)NCCc3ccc(OC)c(OC)c3)c3ccccc3c2=O)cc1	2%	-7%	-11%
O=C(NN=C1CCCC1)c1cccc(O)c1	2%[56.1 µM]	-6%	18%
S=C(NC1CCCCC1)N1CCc2[nH]c3ccccc3c2C1	7%	-1%	-2%
O=C(NN=Cc1cc(Br)c(O)c(Br)c1)c1ccccc1NS(=O)(=O)c1cccs1	1%	/	-13%
COc1ccc(CN(Cc2cc3cc(OC)c(OC)cc3[nH]c2=O)C(=O)NC2CCCCC2)cc1	1%	-7%	2%
CC(C)CCN1CCN(Cc2cccn2-c2nccs2)CC1CCO (stereo not drawn)	5%	2%	-13%
O=C(O)C/C(=C\c1cc(Br)cs1)c1nc2ccccc2o1	3%[0.0935 µM]	?	9%
CCN1CCN(CCCNC(=O)CNC(=O)c2nn(-c3ccc(OC)cc3)c(=O)c3ccccc23)CC1	-3%	-3%	-1%
COc1ccccc1N1CCN(c2ccc(-c3nc(-c4ccccc4C)no3)cc2[N+](=O)[O-])CC1	9%	/	-7%
CSc1cccc(NC(=O)CN(C)S(=O)(=O)c2ccc(C)cc2)c1	7%	0%	-2%
COC(=O)c1ccc(C)c(NC(=O)C2CC(=O)N(C3CCCC(C)C3C)C2)c1 (stereo not drawn)	0%	/	-2%
CN1CCN(C(c2ccc(C(F)(F)F)cc2)c2ccc3cccnc3c2O)CC1 (stereo not drawn)	-7%	?	-8%
O=C(COC(=O)C1CCCC1)Nc1ncc(Cl)cc1Cl	/	2%	1%
CC(=O)c1c(C)[nH]c(C(=O)OCc2cccc(C)c2)c1C	13%	-10%	-4%
CC1CCc2nc(NC(=O)Cc3ccc(Cl)cc3)sc2C1 (stereo not drawn)	7%	/	4%
CCc1ccc(/C=C2\SC(=S)N(CCCC(=O)Nc3ccccc3C(=O)O)C2=O)cc1	9%	-11%	-2%
CCNC(=S)N1CCN(CC(=O)Nc2ccc(Br)cc2)CC1	-2%	10%	-7%
Cc1ccc(C(=O)c2c(N)c(C(=O)Nc3cccc(C(F)(F)F)c3)c3ccccn23)cc1	3%	/	2%
Cc1[nH]nc2c1C(c1cn[nH]c1-c1ccc(F)cc1)C(C#N)=C(N)O2 (stereo not drawn)	4%	-1%	2%
N#Cc1c(SCc2ccc(Cl)cc2)sc(C(=O)c2ccccc2)c1N	-3%	23%	-7%
O=[N+]([O-])c1ccccc1N/N=C/c1ccc2c(c1)OCO2	4%	-2%	4%
CNC(=O)c1sc(-c2cccnc2)nc1C	6%	8%	-2%
COc1cc(OC)c2c(-c3ccccc3)cc(=O)oc2c1C(CCN1CCCC1)c1ccc2c(c1)OCO2 (stereo not drawn)	14%&2%	?	5%&7%
SMILES	TDP1 inh	N370S GC	FEN1 inh
NCCCn1c(C(=O)c2cc(Cl)c(N)c(Cl)c2)c2ccccc2[n+]1[O-]	4%	-16%	-13%
O=C(OCc1nnc(-c2ccccc2)o1)c1cn(-c2ccccc2)nc1-c1ccccc1	1%	2%[2.35 µM]	-15%
CCc1cccc(CC)c1NC(=S)Nc1ccc2cn[nH]c2c1	/	5%	-1%
O=C(N/N=C/C=C\c1ccccc1[N+](=O)[O-])c1cc(-c2ccccc2)nc2ccccc12	0%	17%	1%
Cc1nc2ccccc2n1CC(=O)c1ccccc1	/	0%	21%
CC(=O)Nc1ccc(S(=O)(=O)Nc2nc3ccccc3s2)cc1	3%	5%	-10%
COc1cc(/C=N\N=C2/SC(CC(=O)O)C(=O)N2c2ccc(O)cc2)ccc1O (stereo not drawn)	1%	4%	-4%
Cc1nn2c(=O)cc(COC(=O)c3ccc(NC(=O)c4cccs4)cc3)nc2s1	-4%	/	-5%
Cc1cc(=O)n2nc(-c3ccccc3)sc2n1	6%	1%	1%
CC(=O)c1c2c3c(cccc3n(C)c1=O)C(=O)c1ccccc1-2	/	-13%	-16%
CN1CCN(c2nc3c(c(=O)n(C)c(=O)n3C)n2CCSc2nc3ccccc3s2)CC1	/	6%	-16%
COc1ccc(S(=O)(=O)N2CCOCC2)cc1NC(=O)c1ccc(=O)[nH]c1	-4%	-3%	4%
O=C(CNCC1CCCO1)Nc1ccccc1N1CCCCCC1 (stereo not drawn)	3%	4%	-21%
O=C(CCN1CCN(Cc2ccccc2)CC1)NNC(=O)Nc1cccc(C(F)(F)F)c1	6%[56.1 µM]	-8%	19%
COc1ccc(C2/C=C\CN(C(=O)C3CCCC3)[C@H](Cc3ccccc3)C(=O)N2Cc2ccc(F)cc2)cc1 (stereo partly drawn)	1%	9%	-13%
CC(C)(C)OC(=O)N[C@@H](Cc1ccccc1)C(=O)N1CCC(C(=O)N[C@@H](CCC(N)=O)C(=O)O)CC1	/	0%	2%
Cc1ccc(NC(=O)CSc2nnnn2C2CCCC2)cc1S(=O)(=O)N1CCOCC1	-3%	/	-14%
Cn1c(=O)[nH]c(=O)c2c1nc(N1CCN(CCO)CC1)n2Cc1ccccc1	/	-13%	-4%
CC[C@@]1(C(=O)OC)N[C@H](CN(C)C(=O)C2CCCCC2)[C@@H]2C(=O)N(Cc3ccccc3)C(=O)[C@@H]21	1%	/	3%
COc1ccc(CN2CC(C(=O)NCCCN3CCN(C)CC3)CC2=O)cc1 (stereo not drawn)	-3%	-11%	-1%
CC1=C(C)C(C)=C(C#N)C(=C(C#N)C#N)N1	4%	0%	-3%
CC(C)c1ccc([N+](=O)[O-])cc1S(=O)(=O)N1CCN(C)CC1	/	3%	26%
COc1ccc(-c2cc(C(=O)NCC3CCCO3)on2)cc1OC (stereo not drawn)	3%	-1%	-15%
CC(C(=O)Nc1ccc([N+](=O)[O-])cc1)N1CCN(C/C=C/c2ccccc2)CC1 (stereo not drawn)	0%	-11%	-7%
CC1CC(NC2=NCCS2)CC(C)(C)C1 (stereo not drawn)	7%	-11%	10%
SMILES	TDP1 inh	N370S GC	FEN1 inh
Cc1nnsc1-c1onc(C)c1C(=O)Nc1cc(Cl)cc(Cl)c1	1%	9%	-7%
CCCCn1c(N)c(N(CC(C)C)C(=O)c2ccc(-c3ccc(Cl)cc3)o2)c(=O)[nH]c1=O	-9%	/	-7%
O=Nc1ccc(NOC(=O)c2ccc(Br)cc2)cc1	-13%	-6%	/
CCc1cc(=O)oc2cc(C)cc(OCC(=O)NCc3ccncc3)c12	2%	3%	-7%
CCN(C(=O)CN1C(=O)c2ccc([N+](=O)[O-])cc2C1=O)C1CCS(=O)(=O)C1 (stereo not drawn)	-1%	-1%	3%
C=C(C)CSc1nc2c(cc1C#N)CCC2	-1%	15%	-17%
CCCCSc1nc(O)c(C2OC(=O)c3c2ccc(OC)c3OC)c(=O)n1-c1ccccc1 (stereo not drawn)	5%	6%	10%
COC(C[C@H](O)C[C@@H](O)[C@@H](C)OCc1ccccc1)OC	1%	-8%	-2%
CC1CCCN(C(=O)COc2ccc3c(c2)OCO3)C1 (stereo not drawn)	2%	-1%	-9%
Cc1cc(Cl)c(S(=O)(=O)NCCC(=O)O)cc1OCC(N)=O	3%	0%	-2%
O=C(CSc1ccc(-c2ccccn2)nn1)Nc1ccccc1	2%	-6%	8%
COC(=O)NC(c1ccco1)C(C(C)=O)C(=O)OC (stereo not drawn)	6%[21 µM]	-1%[12.8 µM]	/
CS(=O)(=O)c1ccc(C(=O)Nc2ccccc2N2CCOCC2)c(Cl)c1	-2%	4%	4%
CC(C)(C)NC(=O)CN(Cc1ccc2c(c1)OCO2)C(=O)CNC(=O)c1cccs1	-2%	4%	/
COCCOC(=O)c1[nH]c2c(c1C)C(=O)CC(c1cccs1)C2 (stereo not drawn)	5%	10%	-8%
COC(=O)C1Cc2ccccc2CN1C(=O)CCl (stereo not drawn)	6%	2%	-3%
CN(C)c1ccc(/C=C(/NC(=O)c2ccccc2)C(=O)NCCCn2ccnc2)cc1	5%	-30%	-16%
Cc1cccc(NC(=O)C(Cc2ccccc2)n2cccc2)c1C (stereo not drawn)	6%	/	5%
O=C(Nc1cccnc1)c1ccc(COc2ccccc2Cl)o1	-3%	7%	-13%
CCCN1CCN(c2nc3c([nH]2)c(=N)ncn3CC(O)CO)CC1 (stereo not drawn)	4%	0%	-10%
CN(C)CC(=O)c1ccc(-c2ccccc2)cc1	4%	?	2%
Cc1cc(C)nc(NS(=O)(=O)c2ccc(-n3cccc3)cc2)n1	-2%	1%	-24%
CCSc1nnc(NC(=O)CSC2=NCCS2)s1	3%	17%	-5%
CC(C)(C)C(=O)Nc1sc2c(c1C(=O)Nc1ccccn1)CCCC2	0%	4%	-2%
Cc1ccc(-c2sc(C(=O)Nc3ccc(Br)cc3)cc2CC(=O)O)cc1	4%	/	2%
SMILES	TDP1 inh	N370S GC	FEN1 inh
Cc1ccc(NC(=O)c2cc(=O)c3ccccc3o2)cc1S(=O)(=O)N1CCCCC1	0%	3%	-4%
CC(=O)N1CCN(C(=O)c2cccc(S(=O)(=O)N3CCOCC3)c2)CC1	7%	-4%	6%
COc1ccccc1N1CCN(S(C)(=O)=O)CC1	-5%	/	0%
Cc1ccc(NC(=O)CN(C)C(=O)CSc2nnnn2C)cc1	0%	-4%	-1%
CC(=O)c1ccc(S(=O)(=O)N2CCN(C(=O)c3ccccc3Cc3ccccc3)CC2)cc1	/	-8%	2%
CCc1ccn2cc(-c3ccc4c(c3)OCO4)nc2c1	/	3%	-3%
COCCCNC(=O)c1ccc2c(c1)N(Cc1ccccc1F)C(=O)c1ccccc1S2=O (stereo not drawn)	1%	/	3%
Cc1ccc(C)c(NC(=O)Cn2c(=O)n(CCC(C)C)c(=O)c3cccnc32)c1	3%	/	5%
COc1cccc(/C=C/C(=O)OCC(=O)NC2CC2)c1	-2%	/	19%
Cc1cccc(C(=O)N2c3nc(-c4ccco4)nn3C3(CCCCC3)[C@@H]3CCCC[C@@H]32)c1	2%	/	-14%
COC(=O)CNc1nc(-c2ccccc2F)nc2ccccc12	3%	?	4%
Nc1nc2ccccc2n1C(=O)c1ccco1	0%	5%	-3%
CCOC(=O)N1CCN(S(=O)(=O)c2ccc(OCC)c3ccccc23)CC1	2%	13%	-16%
NC(=O)c1ccc(NC(=O)COc2ccc([N+](=O)[O-])cc2Cl)cc1	2%	-6%	12%

Structural class: the compounds so far with an aryl methoxy group.
SMILES	TDP1 inh	N370S GC	FEN1 inh
COc1ccc(CNCc2ccc(C(=O)O)s2)cc1	5%	/	5%
COc1ccc(-n2nc(C(=O)NCC(=O)NCCc3ccc(OC)c(OC)c3)c3ccccc3c2=O)cc1	2%	-7%	-11%
COc1ccc(CN(Cc2cc3cc(OC)c(OC)cc3[nH]c2=O)C(=O)NC2CCCCC2)cc1	1%	-7%	2%
CCN1CCN(CCCNC(=O)CNC(=O)c2nn(-c3ccc(OC)cc3)c(=O)c3ccccc23)CC1	-3%	-3%	-1%
COc1ccccc1N1CCN(c2ccc(-c3nc(-c4ccccc4C)no3)cc2[N+](=O)[O-])CC1	9%	/	-7%
COc1cc(OC)c2c(-c3ccccc3)cc(=O)oc2c1C(CCN1CCCC1)c1ccc2c(c1)OCO2 (stereo not drawn)	14%&2%	?	5%&7%
COc1cc(/C=N\N=C2/SC(CC(=O)O)C(=O)N2c2ccc(O)cc2)ccc1O (stereo not drawn)	1%	4%	-4%
COc1ccc(S(=O)(=O)N2CCOCC2)cc1NC(=O)c1ccc(=O)[nH]c1	-4%	-3%	4%
COc1ccc(C2/C=C\CN(C(=O)C3CCCC3)[C@H](Cc3ccccc3)C(=O)N2Cc2ccc(F)cc2)cc1 (stereo partly drawn)	1%	9%	-13%
COc1ccc(CN2CC(C(=O)NCCCN3CCN(C)CC3)CC2=O)cc1 (stereo not drawn)	-3%	-11%	-1%
COc1ccc(-c2cc(C(=O)NCC3CCCO3)on2)cc1OC (stereo not drawn)	3%	-1%	-15%
CCCCSc1nc(O)c(C2OC(=O)c3c2ccc(OC)c3OC)c(=O)n1-c1ccccc1 (stereo not drawn)	5%	6%	10%
COc1ccccc1N1CCN(S(C)(=O)=O)CC1	-5%	/	0%
COc1cccc(/C=C/C(=O)OCC(=O)NC2CC2)c1	-2%	/	19%

Whole records, looked up by structure.
Record of COc1ccccc1N1CCN(S(C)(=O)=O)CC1 → TDP1 inh = -5%; N370S GC = /; FEN1 inh = 0%
Record of COc1cccc(/C=C/C(=O)OCC(=O)NC2CC2)c1 → TDP1 inh = -2%; N370S GC = /; FEN1 inh = 19%

Screening data (PubChem)
